From PubChem BioAssay
PMI act – activators of human phosphomannose isomerase; purified human PMI, coupled resazurin fluorescence, 20 min; hits give high values; 1 = vehicle control, 0 substrate-free wells; activation factor at 20 µM; actives 0.005% (n = 190,000); P34949; AID 1214;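 active means activation factor of 2 or more at 20 µM, relative to plate controls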
SRC2 TRFRET art – TR-FRET artefact, counter-screen to PPARgamma/SRC-2 agonist assay | TR-FRET ratio at 8 µM | hits give high values | actives 0.4% (n = 200,000); in the data active means TR-FRET ratio above about 2000; further: inactives centre near 1500
Diaph act CS – diaphorase activation or chemical reduction counter-screen. actives 0.005% (n = 190,000). Diaphorase/resazurin coupled assay, resorufin fluorescence, 16 min; hits give high values; 1 = vehicle wells, 0 = NADH-free wells. activation factor at 20 µM;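 active means diaphorase activity raised at least twofold by the compound at 20 µM; inactive means activation factor below 2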
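Material: purified diaphorase enzyme from Clostridium kluyveri; Also added: 0.114 mM NADH and 0.1 mM resazurin, final amounts; Doses: single compound dose of 20 µM, 1% DMSO final; Times: 16 min enzyme reaction, ambient temperature; Detection: resorufin fluorescence, excitation 544 nm, emission 590 nm; Measure: increased resorufin signal from activators or reducing compounds.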
PMI act satM6P – PMI (human) activation, high substrate. P34949. coupled PMI enzyme assay, resazurin fluorescence, 20 min; hits give high values; 1 = untreated enzyme, 0 = substrate-free blank. activation factor at 20 µM. actives 0.34% (n = 190,000);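 active means activation factor of 2 or more at 20 µM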
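Test system: Human PMI in coupled enzyme assay | Input: 15 ng/mL PMI | Medium: HEPES-buffered pH 7.4 with magnesium and detergent | Compound: One concentration, 20 µM, in 1% DMSO | Incubation: Enzyme reaction with compound 20 min at room temperature | Detection: Diaphorase-driven resazurin-to-resorufin fluorescence, excitation 544, emission 590 nm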
S1P3 antagonist – blocks the human S1P3 receptor. CHO S1P3 NFAT-BLA reporter, FRET fluorescence, antagonist mode. inhibition, % at 4.98 µM. actives 0.27% (n = 170,000). Q99500;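 active means inhibition above the plate cutoff, the mean inhibition of test wells on that plate plus 3 SD, cut at about 28% in these data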;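 further: cells challenged with S1P at its EC80 of 0.8 µM; blue over green emission ratio from cleaved BLA substrate after 4 h stimulation; 0% = S1P-stimulated wells and 100% = unstimulated DMSO-only wells; some compounds past the cut are filed as inactive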
PPARg SRC1 recr – PPARgamma-driven SRC-1 recruitment agonism; activation, % at 8 µM; AID 631; actives 0.41% (n = 200,000); P37231; PPARgamma-SRC-1 coactivator recruitment biochemical assay; in the data active means activation above about 19%;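 further: 0% = DMSO and 100% = reference agonist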
PPARg SRC-2 ag – PPARgamma-driven SRC-2 recruitment agonism | activation, % at 8 µM | PPARgamma LBD-SRC-2 recruitment, biochemical | AID 1032 | actives 0.34% (n = 200,000) | P37231; in the data active means activation above about 22%;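 further: 0% = vehicle and 100% = reference agonist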
Diaphorase inh – inhibits diaphorase or chemically oxidizes, flagging diaphorase assay artifacts | diaphorase resazurin-to-resorufin fluorescence, NADH, 16 min; bacterial (C. kluyveri) enzyme, not human | inhibition, % at 20 µM | actives 0.69% (n = 190,000) | AID 1217;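 active means primary screen inhibition at 20 µM above a set limit, cut at about 50% in these data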;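 further: plate controls were DMSO with full reaction for no effect and wells lacking NADH for full effect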
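material = Clostridium kluyveri diaphorase enzyme | amount = 0.14 U/mL diaphorase, enzyme working solution | schedule = incubation 16 min, room temperature | detection = fluorescence of resorufin formed from resazurin, Ex 544/Em 590 nm | benchmarks = positive control minus NADH, DMSO neutral control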
G6PDH CS – L. mesenteroides G6PDH inhibition counter-screen. Purified L. mesenteroides G6PDH, diaphorase/resazurin coupled fluorescence, 45 min. actives 0.12% (n = 200,000). AID 1020. inhibition, % at 5 µM; in the data active means inhibition above about 50%
PPARg SRC-3 ag – PPARgamma-driven SRC-3 recruitment agonism. activation, % at 8 µM. P37231. biochemical PPARgamma/SRC-3 coactivator recruitment assay. actives 0.26% (n = 200,000); in the data active means activation above about 23%;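 further: 0% = DMSO and 100% = reference agonist; some compounds past the cut are filed as inactive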
ROMK primary – modulates human ROMK potassium channel activity | P48048 | Tet-inducible ROMK, thallium flux fluorescence; actives lie on both sides | B-score at 10 µM | actives 2% (n = 130,000) | AID 1918;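 active means signal ratio slope over the read window, or its plate-corrected B-score, at least 3 SD from the plate mean, either direction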;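 further: B-score of the F/F0 ratio slope over 7 to 12 s after thallium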
Target sequence (P48048 whole entry, looked up): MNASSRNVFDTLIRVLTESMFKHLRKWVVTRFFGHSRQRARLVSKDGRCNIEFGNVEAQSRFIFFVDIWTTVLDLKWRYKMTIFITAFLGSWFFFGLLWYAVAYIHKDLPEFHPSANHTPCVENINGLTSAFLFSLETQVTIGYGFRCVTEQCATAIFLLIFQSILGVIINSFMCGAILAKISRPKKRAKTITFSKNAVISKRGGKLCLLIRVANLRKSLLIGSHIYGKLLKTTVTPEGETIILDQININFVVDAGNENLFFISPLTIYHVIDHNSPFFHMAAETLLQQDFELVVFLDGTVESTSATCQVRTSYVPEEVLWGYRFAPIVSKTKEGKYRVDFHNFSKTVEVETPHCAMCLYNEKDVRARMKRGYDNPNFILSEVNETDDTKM
Numbers without * were called inactive; nt = not tested or not shown.

SMILES	PMI act	SRC2 TRFRET art	Diaph act CS	PMI act satM6P	S1P3 antagonist	PPARg SRC1 recr	PPARg SRC-2 ag	Diaphorase inh	G6PDH CS	PPARg SRC-3 ag	ROMK primary
O=C(Cc1csc(Nc2nc(=S)[nH]c3ccccc23)n1)NCc1ccc(Cl)cc1	1.1	1578	1.1	1.1	nt	-3	-8	-6	2	-1	nt
O=C(N/N=C/c1ccco1)c1cc(-c2ccc(Cl)s2)[nH]n1	1	1738	0.9	0.9	8	5	15	10	3	0	0.63
O=C(CNC1=NCCC1)c1ccc2c(c1)OCCO2	0.9	1491	0.9	1	nt	3	-4	14	-2	3	0.048
CCOc1ccc(Nc2nc3c(c(=O)[nH]2)CCC3)cc1	1	1438	0.9	1	3	4	3	10	1	6	0.077
O=c1cc(-c2ccccc2)[nH]n1-c1nc2ccccc2[nH]1	1	1700	0.9	1	-8	-1	6	14	22	10	-0.55
C=CCOc1ccc(C=Nc2ccc(Cl)cc2)c(O)c1	0.7	1470	0.8	0.8	0	9	-1	20	22	-3	-0.11
N=C1C(=O)OCC1c1ccccc1NC(=O)CN1CCOCC1 (stereo not given)	1	1453	0.9	1	0	2	-2	14	0	-3	0.85
Cc1ccc(C)c(NC(=S)NCc2ccc3[nH]c4c(c3c2)CCCC4)c1	1	1408	0.9	1	11	2	-5	6	6	-1	-0.41
O=C(COc1ccc(Cl)cc1)NCCC1=CCCCC1	1	1525	0.9	1	nt	6	2	14	1	-12	nt
Cc1[nH]c2ccccc2c1C(=O)CN1CCC(C(N)=O)(N2CCCCC2)CC1	1	1601	0.9	1	nt	12	13	5	6	-6	-0.57
O=C(/C=C/c1ccccc1)c1ccoc1	0.9	1550	0.9	0.9	nt	-6	0	15	-20	-7	nt
Oc1ccc(-c2csc(NCc3ccco3)n2)cc1	0.8	1752	0.9	0.9	6	6	4	10	3	-4	-0.045
Cc1ccc(C(=O)N/N=C2\CCSC2)cc1[N+](=O)[O-]	1	1381	1	0.9	6	-4	-5	3	-2	2	-0.053
Cc1ccccc1C(=O)N1CCc2cc(-c3nc(NC(=O)Cc4ccc5c(c4)OCO5)sc3C)ccc21	0.8	2157*	0.9	0.9	-5	9	2	9	22	9	0.3
COc1cc(OC)c(-c2nn3c(-c4ccncc4)nnc3s2)cc1OC	0.9	nt	0.8	0.8	8	nt	nt	18	1	nt	nt
CC1=NN(c2ccccc2)C(=O)C1C(=O)c1ccc(Cl)cc1 (stereo not given)	1	1557	0.9	1	nt	-1	12	10	6	5	nt
CCn1nc(C)c(/C=N/NC(=O)c2ccc3c(c2)c(C)c(C)n3Cc2ccccc2)c1C	0.9	1445	1	1	nt	-2	-4	4	5	-20	-0.35
CCC(C(=O)NCCC1=CCCCC1)c1ccccc1 (stereo not given)	1	1743	1	1.1	12	3	8	2	4	6	0.47
COc1cccc(-c2cc(C(F)(F)F)nc(-n3cncn3)n2)c1	0.9	1396	1	0.9	4	4	-7	4	9	12	nt
Cn1c(CCC(=O)Nc2ccccc2F)nnc1SCC(=O)Nc1ccccc1Cl	1.1	1455	1.2	1.1	3	-1	3	-16	-3	4	0.96
COc1ccccc1-n1c(=O)c2c3c(sc2n2c(SC)nnc12)CCC3	nt	1287	nt	nt	nt	6	-3	nt	nt	5	-0.28
O=S(=O)(/N=C(\c1ccccc1)N1CCOCC1)c1ccc(Cl)cc1	0.9	1550	0.9	1	-15	-11	-7	11	20	-5	nt
Cc1csc(NC(=O)Cn2nc(C)c([N+](=O)[O-])c2C)n1	1	1408	0.9	1	-2	-4	-4	7	-1	-1	-0.0062
CNC(=S)NNC(=O)COc1ccccc1C	0.9	1605	1	1	nt	-4	3	0	12	-1	0.23
O=C(COC(=O)[C@@H]1CC(O)CN1S(=O)(=O)c1ccccc1[N+](=O)[O-])Nc1ccc2ccccc2c1 (stereo not given in full)	0.9	1554	0.8	0.9	-9	7	6	15	4	1	nt

13 entries from above, in CSV form.
canonical_smiles,PMI act,SRC2 TRFRET art,Diaph act CS,PMI act satM6P,S1P3 antagonist,PPARg SRC1 recr,PPARg SRC-2 ag,Diaphorase inh,G6PDH CS,PPARg SRC-3 ag,ROMK primary
O=C(Cc1csc(Nc2nc(=S)[nH]c3ccccc23)n1)NCc1ccc(Cl)cc1,1.1,1578,1.1,1.1,nt,-3,-8,-6,2,-1,nt
O=C(N/N=C/c1ccco1)c1cc(-c2ccc(Cl)s2)[nH]n1,1,1738,0.9,0.9,8,5,15,10,3,0,0.63
O=C(CNC1=NCCC1)c1ccc2c(c1)OCCO2,0.9,1491,0.9,1,nt,3,-4,14,-2,3,0.048
CCOc1ccc(Nc2nc3c(c(=O)[nH]2)CCC3)cc1,1,1438,0.9,1,3,4,3,10,1,6,0.077
O=c1cc(-c2ccccc2)[nH]n1-c1nc2ccccc2[nH]1,1,1700,0.9,1,-8,-1,6,14,22,10,-0.55
C=CCOc1ccc(C=Nc2ccc(Cl)cc2)c(O)c1,0.7,1470,0.8,0.8,0,9,-1,20,22,-3,-0.11
N=C1C(=O)OCC1c1ccccc1NC(=O)CN1CCOCC1 (stereo not given),1,1453,0.9,1,0,2,-2,14,0,-3,0.85
Cc1ccc(C)c(NC(=S)NCc2ccc3[nH]c4c(c3c2)CCCC4)c1,1,1408,0.9,1,11,2,-5,6,6,-1,-0.41
O=C(COc1ccc(Cl)cc1)NCCC1=CCCCC1,1,1525,0.9,1,nt,6,2,14,1,-12,nt
Cc1[nH]c2ccccc2c1C(=O)CN1CCC(C(N)=O)(N2CCCCC2)CC1,1,1601,0.9,1,nt,12,13,5,6,-6,-0.57
O=C(/C=C/c1ccccc1)c1ccoc1,0.9,1550,0.9,0.9,nt,-6,0,15,-20,-7,nt
Oc1ccc(-c2csc(NCc3ccco3)n2)cc1,0.8,1752,0.9,0.9,6,6,4,10,3,-4,-0.045
Cc1ccc(C(=O)N/N=C2\CCSC2)cc1[N+](=O)[O-],1,1381,1,0.9,6,-4,-5,3,-2,2,-0.053
